# Bioassay records from PubChem.
# Growth percent in the NCI-60 one-dose screen (48 h, 10 µM unless noted): 100 = growth as untreated, 0 = no growth, -100 = all killed.
# SNB-19: SNB-19 CNS cancer cells; 81,000 tested, 2.5% active; AID 1794751
# SF-539: SF-539 CNS cancer; 81,000 tested, 6.8% active; AID 1794752
# PC-3: PC-3 prostate cancer cells | 80,000 tested, 3.9% active | AID 1794754
# DU-145: DU-145 prostate cancer. AID 1794760. 81,000 tested, 4.2% active
# HT29: HT29 colon cancer; 81,000 tested, 7.4% active; AID 1794748
# SW-620: SW-620 colon cancer; AID 1794795; 82,000 tested, 5.2% active
# SNB-75: SNB-75 CNS cancer; 79,000 tested, 5% active; AID 1794750
# KM12: KM12 colon cancer cells; AID 1794800; 82,000 tested, 5% active
# HCC-2998: HCC-2998 colon cancer | 79,000 tested, 4.7% active | AID 1794799
# * marks the source's active call; other numbers are inactive results; . = not tested or not shown; & = joins results of further samples; [ ] = remark or other dose. Rule for the calls: active = growth percent below 10; inactive = the rest. A portion of the library; the hit share may differ from the screen's.
SMILES,SNB-19,SF-539,PC-3,DU-145,HT29,SW-620,SNB-75,KM12,HCC-2998
CCCc1cc(C(N)=S)ccn1,115,100,98,109,98,107,103,.,108
COc1ccccc1OC(=O)Oc1ccccc1OC,104&104,103&121,82&102,96&112,96&102,93&95,91&98,98&107,95&102
Cc1[nH]c(/C=C2\C(=O)Nc3ccc(F)cc32)c(C)c1C(=O)NC[C@H](O)CN1CCOCC1,97,28,36,31,9.8*,12,35,5.3*,41
COc1ccc(CN(CCN(C)C)c2ccccn2)cc1 (tested in a mixture with another compound),106,110,98,121,130,109,180,101,114
CCN(CC)CCOC(=O)C(c1ccccc1)c1ccccc1,100&105,100&105,100&99,130&127,115&104,111&107,106&99,108&109,107&103
C[C@]12CC[C@H]3C(=CCc4cc(O)ccc43)[C@@H]1CCC2=O,93,92,87,112,101,93,108,95,97
COc1ccc(S(=O)(=O)Nc2nnc(CC(C)C)s2)cc1,114,120,106,118,116,111,101,114,116
CN[C@@H]1C[C@H]2O[C@@](C)([C@@H]1OC)n1c3ccccc3c3c4c(c5c6ccccc6n2c5c31)C(=O)N[C@H]4O,-34*,-88*,4.4*,3.6*,-17*,-7.0*,-99*,-60*,-74*
COCCN1CCN(Cc2ccc(-c3n[nH]c4c3C(=O)c3c(NC(=O)NN5CCOCC5)cccc3-4)cc2)CC1,3.0*,-86*,3.2*,4.9*,-22*,-25*,-38*,-66*,-36*
NCCO,91,103,97,99,102,89,83,98,101
COc1ccc2c(c1)c(-c1nc(N)nnc1-c1cn(C)c3ccc(F)cc13)cn2C,97,96,90,105,107,100,94,100,111
CN(C)C(=N)N=C(N)N,108&106,109&98,104,120,113&99,105&108,114&101,108&100,115
CCC(Cc1c(I)cc(I)c(N)c1I)C(=O)O (stereo not drawn),105,112,94,114,102,113,107,108,99
C[C@H](CCC(=O)O)[C@H]1CCC2C3C(CC[C@@]21C)[C@@]1(C)CC[C@@H](O)C[C@H]1C[C@H]3O (stereo partly drawn),99,106,100,114,114,103,111,101,100
COc1ccc2c(c1)c(C(=O)c1nc(-c3cn(C)c4ccc(F)cc34)no1)cn2C,72,85,94,98,86,91,52,81,105

# The final 2 entries of the part before lead into the next.
SMILES,SNB-19,SF-539,PC-3,DU-145,HT29,SW-620,SNB-75,KM12,HCC-2998
C[C@H](CCC(=O)O)[C@H]1CCC2C3C(CC[C@@]21C)[C@@]1(C)CC[C@@H](O)C[C@H]1C[C@H]3O (stereo partly drawn),99,106,100,114,114,103,111,101,100
COc1ccc2c(c1)c(C(=O)c1nc(-c3cn(C)c4ccc(F)cc34)no1)cn2C,72,85,94,98,86,91,52,81,105
Cc1ccccc1[C@@H]1C[C@H](O)Cc2cc(Br)c3ccccc3c2N1,99,89,.,117,.,100,78,80,94
CC1CCc2c(N3CCC(O)CC3)c(F)cc3c(=O)c(C(=O)O)cn1c23 (stereo not drawn),96,105,89,115,103,100,90,99,98
O=C1CCc2cc(OCCCCc3nnnn3C3CCCCC3)ccc2N1,108,94,88,96,102,96,90,89,105
CC(C)(C(=O)c1cccnc1)c1cccnc1,115&111,96&100,93&90,114&112,119&104,106&105,103&107,113&101,102
COc1ccccc1N1CCN(C(=O)c2ccc3nc(NS(=O)(=O)c4ccc5ccccc5c4)sc3c2)CC1,98,103,91,104,108,100,87,98,109
O=C(c1ccc(/C=C/c2n[nH]c3ccccc23)cc1)N1CCNCC1,69,-12*,38,40,13,12,0.8*,8.1*,66
COc1ccc(/C=C/C(C)=N/OCC(=O)NC(C)C)cc1,98,100,94,107,103,98,99,97,98
NC(=O)c1ccc([N+](=O)[O-])cc1Cl,110,110,115,114,115,111,105,104,103
CN1CCC(=C2c3ccccc3CC(=O)c3sccc32)CC1,111,112,91,119,103,105,74,115,103
Nc1ncnc(Nc2ccccc2)n1,109,108,101,120,108,101,104,120,.
CCS(=O)(=O)N1CCN(c2ccc(Nc3ncc(C(N)=O)c(NC4CC4)n3)cc2)CC1,105,53,92,88,76,60,88,25,98
O=C(O)CCCCCCCC(=O)O,110,107,98,127,96,107,98,111,102
CCC12CCCN3CCc4c(n(c5ccccc45)C(O)(C(=O)OC)C1)C32 (stereo not drawn),103,98,97,105,98,119,73,104,76
CC(=O)c1cnc2ccc(-c3cc(Cl)c(O)c(Cl)c3)nc2c1NC1CCC(CN(C)C)CC1 (stereo not drawn),5.4*[2.5 µM],-89*[2.5 µM],-12*[2.5 µM],-5.7*[2.5 µM],0.6*[2.5 µM],6.1*[2.5 µM],-97*[2.5 µM],-2.6*[2.5 µM],.
CN(C)CCOC(=O)C(c1ccccc1)C1(O)CCCC1 (stereo not drawn),107,105,97,115,92,108,92,107,95
Cc1ccc(C(=O)C(C)CN2CCCCC2)cc1 (stereo not drawn),100,119,99,103,106,99,122,96,106
Cc1ccsc1/C=C/C1=NCCCN1C,104,119,91,112,99,105,102,114,102
O=C(Nc1ccc(Oc2ccc(Br)cc2)cc1)c1ccc2nc(NC(=O)c3ccc(NCCc4ccccc4)c([N+](=O)[O-])c3)sc2c1,101,96,88,99,99,102,85,93,115
O=C(NC1CCNCC1)c1[nH]ncc1NC(=O)c1c(Cl)cccc1Cl,13,-42*,6.0*,12,-27*,6.2*,-41*,8.2*,-2.4*
C[C@@H]1CC(=O)NN=C1c1ccc(NN=C(C#N)C#N)cc1,107,95,103,125,97,71,76,111,109
C[C@H]1[C@H](C)CC[C@]2(C(=O)O)CC[C@]3(C)C(=CC[C@@H]4[C@@]5(C)C[C@@H](O)[C@H](O)[C@@](C)(CO)[C@@H]5CC[C@]43C)[C@@H]12,95,100,81,114,108,103,85,104,108
O=C(O)c1c(O)c(-c2ccccc2)nc2ccccc12,99,102,102,101,105,106,85,93,90
[2H]c1nc(N2C([2H])([2H])[C@H](C)O[C@H](C)C2([2H])[2H])c([2H])c([2H])c1NC(=O)c1cccc(-c2ccc(OC(F)(F)F)cc2)c1C,77&77,52&91,48&66,99&94,65&89,88&89,75&68,97&82,87&97
O=C(Nc1cccc(Cl)c1)Nc1ccc2nc(NS(=O)(=O)c3ccc4ccccc4c3)sc2c1,96,109,.,106,110,102,92,103,103
O=C1c2ccccc2C(=O)c2c(O)c(O)cc(O)c21,106,92,76,115,.,106,100,104,96
CN(C(=O)CCC(=O)N(C)c1ccc(C(=N)N)cc1)c1ccc(C(=N)N)cc1,102,104,101,115,95,112,80,105,106
NC(=O)c1c(OCc2c(F)cc(Br)cc2F)nsc1NC(=O)NCCCCN1CCCC1,5.1*,-92*,3.2*,23,-39*,-60*,-80*,-4.2*,-14*
CN1CCN(c2c(F)cc3c(=O)c(C(=O)O)cn4c3c2SCC4)CC1,103,124,92,123,105,104,136,117,107
CCC(C)n1ncn(-c2ccc(N3CCN(c4ccc(OC[C@H]5CO[C@](Cn6cncn6)(c6ccc(Cl)cc6Cl)O5)cc4)CC3)cc2)c1=O (stereo partly drawn),83,93,.,.,98,99,67,83,103
COc1ccc(C2NC(=O)NC(C)=C2C(=O)Nc2ccc(S(N)(=O)=O)cc2)cc1O (stereo not drawn),103,102,105,107,106,100,97,102,115
COc1ccc2c(c1)\C(=N/N=C/C=C/c1ccccc1)C(=O)N2,96,100,100,100,111,99,96,90,118
COC(=O)C(C)(C)C1Oc2ccc(OC)cc2C(=O)/C1=C\O (stereo not drawn),109,102,92,98,88,103,102,97,97

# Given with each value named: entries from further up
NC(=O)c1c(OCc2c(F)cc(Br)cc2F)nsc1NC(=O)NCCCCN1CCCC1
  SNB-19 = 5.1*	SF-539 = -92*	PC-3 = 3.2*	DU-145 = 23	HT29 = -39*	SW-620 = -60*	SNB-75 = -80*	KM12 = -4.2*	HCC-2998 = -14*

O=C(NC1CCNCC1)c1[nH]ncc1NC(=O)c1c(Cl)cccc1Cl
  SNB-19 = 13	SF-539 = -42*	PC-3 = 6.0*	DU-145 = 12	HT29 = -27*	SW-620 = 6.2*	SNB-75 = -41*	KM12 = 8.2*	HCC-2998 = -2.4*

O=C(Nc1cccc(Cl)c1)Nc1ccc2nc(NS(=O)(=O)c3ccc4ccccc4c3)sc2c1
  SNB-19 = 96	SF-539 = 109	PC-3 = .	DU-145 = 106	HT29 = 110	SW-620 = 102	SNB-75 = 92	KM12 = 103	HCC-2998 = 103

[2H]c1nc(N2C([2H])([2H])[C@H](C)O[C@H](C)C2([2H])[2H])c([2H])c([2H])c1NC(=O)c1cccc(-c2ccc(OC(F)(F)F)cc2)c1C
  SNB-19 = 77&77	SF-539 = 52&91	PC-3 = 48&66	DU-145 = 99&94	HT29 = 65&89	SW-620 = 88&89	SNB-75 = 75&68	KM12 = 97&82	HCC-2998 = 87&97
